Pf gamet viab: P. falciparum stage V gametocyte viability inhibition; P. falciparum stage V gametocytes, ATP luminescence, 24 h; inhibition, % at 10.9 µM; hit rate 0.065% among 150,000;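 active = inhibition above the mean plus 3 SD of compounds within the control limits, set per campaign, cut at about 38% in these data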;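 also: 0% = DMSO wells and 100% = medium only without gametocytes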
Numbers without * were called inactive. This is a subset; count on the stated rates, not on these rows.

SMILES	Pf gamet viab
CCCCCCn1cc(C(=O)O)c(=O)c2cc(F)c(N3CCCCC3)cc21	4
CC(=O)COc1c(-c2ccco2)oc2ccccc2c1=O	13
NCCNc1ccc(C(=O)N2c3ccccc3Sc3ccccc32)cc1[N+](=O)[O-]	22
Cc1[nH]c2ccccc2c1C(=O)C(=O)NCc1ccncc1	21
CCOc1cc(/C=C(/C#N)C(=O)Nc2ccc(OC)cc2)ccc1OCc1ccc(C(=O)O)cc1	5
CCN1C(=O)[C@H]2[C@@H](c3ccc(C)cc3)N3C(=O)N(c4cccc(Cl)c4)C(=O)[C@@]3(C)[C@H]2C1=O	-24
COCCN(C(=O)c1ccccc1)c1nc(-c2ccc(OC)cc2)cs1	4
CCOC(=O)C1(CCOC)CCN(C/C=C/c2ccccc2OC)CC1	-5
O=C(O)c1ccc(CSc2nc3ccccc3c(=O)n2-c2ccccc2)cc1	4
COCCCN(C(=O)c1ccccc1F)c1nc(-c2ccc(OC)cc2)cs1	-17
CC1CCN(C(=O)c2nc[nH]c2C(=O)O[C@H](C)c2ccccc2)CC1	12
COc1ccc(-c2sc3ccc(-c4ccc5c(c4)OCO5)cc3c2-c2ccc(OC)nc2)cc1	-21
COC(=O)C1=C(C)N(CCCC(=O)O)C(=O)NC1c1ccc(Cl)cc1 (configuration not stated)	3
COc1ccc(Cl)cc1NC(=O)C/C(C)=N/NC(=O)c1ccccc1Cl	-10
O=C(CNC(=O)c1ccccc1Cl)c1ccccc1	11
O=C(Nc1nccs1)c1ccc(Cl)c([N+](=O)[O-])c1	6
COc1ccc(C2=NOC(Cn3nc(-c4ccccc4C)cc3C(=O)O)C2)cc1 (configuration not stated)	25
CCOC(=O)[C@H]1[C@H]2COc3ccc(C)cc3[C@@H]2N2C(=O)c3cc(Br)ccc3NC(=O)[C@@]12C	-10
Brc1ccc(CN2CCCCCC2)cc1	-3
CN(C)C(=O)COc1ccc2c3c(c(=O)oc2c1)CCCC3	-20
COc1ccc(S(=O)(=O)N2CCC(C(=O)O)(c3ccccc3)CC2)cc1	-19
O=C(CN1CCN(Cc2ccccc2)CC1)NCCc1ccccc1	2
CCN1C(=NCCc2ccccn2)N[C@@H](c2cccc(C(F)(F)F)c2)C(C(=O)OC)=C1C	15
C=CCN1C(=O)C(CC(=O)NCC)SC1=Nc1cc(Cl)ccc1Cl (configuration not stated)	-5
CN1C(=O)c2cccc3c(Br)ccc(c23)C1=O	8
CCOc1ccc(NC(=O)c2cc(=O)[nH]c3ccccc23)cc1	-4
CCCCOc1cc(NCc2ccccc2)c2ncn(C(C)C)c2c1	-11
CC(=O)c1ccccc1OCCCOc1cccc2cccnc12	-9
Cc1cc(Br)ccc1OCc1nnc(-c2ccccc2)o1	-1
Cc1ccc(OCCn2ccnc2)c([N+](=O)[O-])c1	-9
CC1CN(CCOc2ccccc2C(C)C)CC(C)O1 (configuration not stated)	-3
Nc1ccc2sc(N)nc2c1	-3
O=C(Nc1cccc(NC(=O)c2ccccc2Cl)c1)c1ccc(F)cc1	5
CC(C)(C)c1nnc(NS(=O)(=O)c2cc(Cl)ccc2Cl)s1	11
N#CC1=C(N)Oc2cc(N)ccc2C1c1ccccc1Cl (configuration not stated)	-2
CN1CCN(CCOc2ccc(Cc3ccccc3)cc2)CC1	-5

Another view of some results above:
> N#CC1=C(N)Oc2cc(N)ccc2C1c1ccccc1Cl (configuration not stated)
  Pf gamet viab: -2
> Cc1cc(Br)ccc1OCc1nnc(-c2ccccc2)o1
  Pf gamet viab: -1

(list continues)
SMILES	Pf gamet viab
CC(=O)c1cccc(-c2csc(N3CCC(C(N)=O)CC3)n2)c1	16
COc1cc2cc(CCCOC(=O)c3ccc(Br)cc3)oc(=O)c2cc1OC	7
Cc1cc(C)c2c(N)c(C(=O)Nc3ccccc3Cl)sc2n1	9
COc1ccc(CCC(=O)Nc2ccc3c(c2)OCO3)cc1	-11
CCNc1oc(/C=C/c2ccc(OCC)cc2)nc1C#N	3
CCN1C(=NCCOC)N[C@@H](c2cccs2)C(C(=O)OC)=C1C	10
CC(C)Cn1cc(C(=O)NCCCN2CCC(C)CC2)c2c3ccccc3n(C)c2c1=O	-14
O=C(O)CC1(CC(=O)Nc2ccccc2Br)CCCC1	8
Cn1c(=O)c(C(=O)NCc2ccccc2)c(O)c2ccccc21	8
O=S(=O)(NC1CC1)c1ccccc1	-8
Fc1cc(F)cc(Nc2nc(Cl)nc(NC3CCCC3)n2)c1	0
CC(C)N(C)Cc1nnnn1CC(=O)N(C)Cc1cccc(Cl)c1	-12
CC(C)N1CCN(C(=O)c2ccc([N+](=O)[O-])cc2)CC1	-12
O=C1N[C@H](Cc2ccccc2)COC(=O)[C@@H](Cc2ccc(F)cc2)CC/C=C/C[C@H]1CC(=O)N(CCO)Cc1ccccc1	-7
COc1cccc(/C=N/c2nc3ccccc3[nH]2)c1O	-19
COC(=O)COc1cccc(NC(=O)C(c2ccccc2)c2ccccc2)c1	-8
CC1(C)O[C@@H](CC(=O)O)[C@]23CO[C@H](C(=O)[C@]4(C)C2CC[C@@]2(C)[C@H](c5ccoc5)OC(=O)C5O[C@]524)[C@@H]13 (some centres not stated)	-21
Cc1ccc(S(=O)(=O)Nc2nnc(CC(C)(C)C)s2)cc1	5
COc1ccc(OC)c(CN2CCC(Cc3ccccc3)CC2)c1	5
Cn1c(=O)c2c(nc(NCCCN3CCOCC3)n2Cc2ccc(Cl)c(Cl)c2)n(C)c1=O	-26
CC(=O)Oc1cc(C)cc2oc(=O)cc(-c3ccccc3)c12	3
COc1ccc(CNC(=O)c2ccc(N3CCC4(CC3)CC(c3ccc(Cl)cc3)=NO4)c(NC(=O)c3ccccc3)c2)cc1	-16
CC(C)(NC(=O)c1ccccc1)c1nc2ccccc2s1	9
O=C(c1ccc(F)cc1)N1CCCC(c2nc(-c3ccncc3)no2)C1 (configuration not stated)	-8
c1ccc2c(C[C@@H]3CNCCN3CC3CCCCC3)cccc2c1	-21
COc1ccc(CNc2cccnc2)c(OC)c1OC	16
O=C1C=C(c2ccc(F)cc2OCc2ccccc2)C[C@@H](c2ccc(Cl)cc2)C1	-7
Cc1ccc(COC(=O)NCc2cccnc2)cc1	-10
COc1ccc(C2=NN(C(=O)CCC(=O)O)C(c3ccccc3OC)C2)cc1 (configuration not stated)	-5
COc1ccc(C(=O)Nc2ccc(O)c3ccccc23)cc1	15
CCOC(=O)C1(CCc2ccccc2)CCN(Cc2ccc(C(=O)OC)cc2)CC1	-26
CC(C)Cc1nnc(NC(=O)CCc2ccccc2)s1	-6
N#Cc1c(N)c(C(=O)c2ccccc2)n2ccccc12	-8
O=C(C[n+]1ccccc1)NNc1ccccc1	29
O=C1c2ccc(-c3ccc(Cl)c(C(F)(F)F)c3)cc2S(=O)(=O)c2cccc(C(=O)N3CCN(c4ncc(Br)cn4)CC3)c21	-7
CCOc1cc(/C=C2/SC(=S)N(Cc3ccccc3)C2=O)ccc1O	1
COc1ccccc1NC(=S)NCc1ccc(F)cc1	1
Oc1ccc(NC(=S)Nc2ccc(F)cc2)cc1	10
C#CCOCCOCCOCCNc1nc(N2CCN(C(=O)[C@H](CC(N)=O)n3cc(C(N)[C@H](C)CC)nn3)CC2)nc(N2CCN(C(=O)[C@H](CC(N)=O)n3cc(C(N)[C@@H](C)CC)nn3)CC2)n1 (some centres not stated)	-39
Cc1nc2c(-c3ccc(F)cc3)c(C)[nH]n2c(=O)c1Cl	-5
O=C1c2ccccc2CSc2c(O)cccc21	14
CCN1C(=O)[C@H]2[C@@H](c3ccc(-c4cccc(Cl)c4)cc3)N3CCCC[C@@]3(C(=O)OC)[C@H]2C1=O	24
COc1cc(C2NC(=O)N(C)C(C)=C2C(=O)OCc2ccccc2)cc(Br)c1O (configuration not stated)	7
Nc1ncc([N+](=O)[O-])cc1S(=O)(=O)c1ccccc1	22
O=C(Nc1cccc2cccnc12)c1cccc([N+](=O)[O-])c1	17
O=C(NCCc1ccccc1)c1ccccc1C(=O)NCCc1ccccc1	15
CCCS(=O)(=O)c1ccc(COC(=O)Cc2ccc([N+](=O)[O-])cc2)cc1	-17
Cc1cccc(OCc2nnc(SCC(=O)O)n2-c2ccccc2)c1	6

Ordered by length of the SMILES (high to low): 6 of the compounds above
SMILES	Pf gamet viab
CCCS(=O)(=O)c1ccc(COC(=O)Cc2ccc([N+](=O)[O-])cc2)cc1	-17
O=C(Nc1cccc2cccnc12)c1cccc([N+](=O)[O-])c1	17
O=C(NCCc1ccccc1)c1ccccc1C(=O)NCCc1ccccc1	15
Cc1cccc(OCc2nnc(SCC(=O)O)n2-c2ccccc2)c1	6
COc1ccccc1NC(=S)NCc1ccc(F)cc1	1
O=C1c2ccccc2CSc2c(O)cccc21	14

Additional structures
SMILES	Pf gamet viab
O=C(CC(=O)N/N=C/c1ccc(C(=O)O)cc1)NCCc1ccccc1	5
Cc1cccc(C(=O)NC2CCN(S(=O)(=O)c3ccccc3F)CC2)c1	-8
COc1ccc(C(=O)Nc2ccc(S(=O)(=O)N(C)c3ccccc3)cc2)cc1	-5
COc1cc2c(cc1OC)C(c1cccc([N+](=O)[O-])c1)=NCC2	-5
CC(C)CNC(=S)N(CCCN(C)C)Cc1cc2cc3c(cc2[nH]c1=O)OCCO3	2
Cc1ccc(Cn2c(C(C)Nc3nc(C)cs3)nc3cc(Cl)c(Cl)cc32)cc1 (configuration not stated)	-10
CC(=O)Nc1c(-c2ccccc2)c2cc(Br)ccc2[nH]c1=O	-2
CCCCN1C(=O)C(C)=C(C)C1OCCc1ccc(OC)c(OC)c1 (configuration not stated)	-18
Cc1nc2ccccc2n1Cc1ccccc1	2
COc1cccc(CNc2ccccn2)c1O	0
Cc1ccc2c(c1)[C@H]1[C@H](CO2)[C@H](c2ccccc2)[C@]2(C)C(=O)Nc3ccc(F)cc3C(=O)N12	22
O=S1(=O)CCOCCCN1Cc1ccccc1	-6
C=CCOC(=O)C1=C[C@H](c2ccc(Br)cc2)C[C@H](OCCCCO)O1	-20
CCN1C(=S)N[C@@H](CCc2ccccc2)C(C(=O)OC)=C1C	15
CCOc1cc(/C=C2\SC(N)=NC2=O)ccc1O	-8
COc1ccc(C2CC(=O)Oc3ccc(C(C)(C)C)cc32)cc1 (configuration not stated)	4
O=C(Nc1cccnc1)c1cc2cc(Br)ccc2o1	7
COC(=O)[C@]1(C)N[C@H](c2ccc(-c3ccc(Cl)c(Cl)c3)c(OC)c2)[C@@H]2C(=O)N(C)C(=O)[C@@H]21	16
CCOC(=O)[C@H]1[C@H]2COc3ccc(OC)cc3[C@H]2N2C(=O)CNC(=O)[C@@]12C	10
COc1ccc(C(=O)Nc2ccncc2)cc1[N+](=O)[O-]	10
COc1ccccc1N1CCN(C2CCC(C)CC2)CC1 (configuration not stated)	10
C/C(Cl)=C/Cn1c(SCC(C)C)nc2c1c(=O)[nH]c(=O)n2C	2
CC(=O)C1=C(O)C(=O)N(c2ccc(O)cc2)C1c1ccccc1[N+](=O)[O-] (configuration not stated)	15
O=C1c2ccccc2S(=O)(=O)c2cc(N3CCN(c4ccccn4)CC3)ccc21	-26

A second format for 4 compounds above:
> COC(=O)[C@]1(C)N[C@H](c2ccc(-c3ccc(Cl)c(Cl)c3)c(OC)c2)[C@@H]2C(=O)N(C)C(=O)[C@@H]21
  Pf gamet viab: 16

> COc1ccc(C(=O)Nc2ccncc2)cc1[N+](=O)[O-]
  Pf gamet viab: 10

> CCOC(=O)[C@H]1[C@H]2COc3ccc(OC)cc3[C@H]2N2C(=O)CNC(=O)[C@@]12C
  Pf gamet viab: 10

> CCN1C(=S)N[C@@H](CCc2ccccc2)C(C(=O)OC)=C1C
  Pf gamet viab: 15

Later entries
SMILES	Pf gamet viab
O=C1C=C(c2ccc(CO)cc2)C[C@@H](c2ccc3c(c2)OCO3)C1	1
CC(C)(C)c1ccc(C2=CSC3=NCCN23)cc1	12
Cc1ccc2nc(CCCc3nc4ccc(C)cc4[nH]3)[nH]c2c1	-3
Cc1ccc(OCC(O)Cn2c(N3CCCCC3)nc3c2c(=O)[nH]c(=O)n3C)cc1C (configuration not stated)	-4
CCN1C(=NCCc2ccc(Br)cc2)N[C@@H](c2ccccc2)[C@H](C(=O)OC)[C@H]1C	16
COc1ccc([C@H]2/C=C\CN(S(=O)(=O)c3ccc(C)cc3)[C@@H](C)C(=O)N2Cc2ccc(F)cc2)cc1	-65
COc1ccc(NC(=S)N2CCN(C)CC2)cc1	3
COc1c(S(=O)(=O)NCCCn2ccnc2)ccc(Cl)c1Cl	-3
COCC(=O)N(C)CC1CCCN(CCc2ccccc2OC)C1 (configuration not stated)	3
CN(C)c1ccc(C(O)Cc2nc3ccccc3n2C)cc1 (configuration not stated)	21
CCN(CC)S(=O)(=O)c1ccc(OC)c(NC(=O)c2ccc(OC)c([N+](=O)[O-])c2)c1	9
O=C1NC[C@H](CC2CCCCC2)N(CC2CCCCC2)C1=O	-12
CC(C)(C)C(CO)NC(=O)c1ccc[nH]1 (configuration not stated)	15
COc1ccc(/C(C)=N/NC(=O)Cc2ccc(Cl)cc2)cc1	4
Cc1cccc(NC(=O)c2nc[nH]c2C(=O)N(C)Cc2ccccc2)c1	13
Cc1nc2ccsc2c(=O)n1-c1cccc(Cl)c1	-23
Cc1ccc(S(=O)(=O)NC2CC(C)(C)NC(C)(C)C2)c(C)c1C	2
COc1ccc(N(C(C)=O)c2nc3ccccc3[nH]2)cc1	8
O=C(Nc1ccc(-c2ccccc2)cc1)c1ccc2c(c1)S(=O)(=O)c1ccccc1C2=O	5
Fc1ccc2cnc(-c3ccccc3)c(-c3cccc(C(F)(F)F)c3)c2c1	9
CCCCCCCCCCCCN1[C@@H](CC(C)=O)c2cc(F)cc(F)c2S1(=O)=O	-10
Cc1nc(NC(=O)CN2CC(C)OC(C)C2)sc1C(=O)N(C)C (configuration not stated)	-19
COc1nc(-c2ccc(C)cc2)ccc1-c1noc(-c2cccnc2)n1	-16
CN1C(=O)/C(=C/c2ccc(OCc3cccc(F)c3)cc2)NC1=S	-3
Cn1cnnc1SCC(=O)Nc1ccc(Cl)cc1	12
O=C(/C(=N/O)c1ccccc1)c1ccccc1	13
CCOc1ccc(/C=N\NC(=O)CC(=O)NCCc2ccccc2)cc1	-17
